RORg inh – blocks mouse ROR gamma transcriptional activity. Potency, µM (top dose mostly 53.6 µM), inactives show top-dose activity change, negative = inhibition, most hits filed as inhibitors. AID 2551. 5.4% of 310,000 active. Drosophila S2 Gal4-RORgamma UAS-luciferase reporter, 20 h. P51450; also: % is scaled to controls: 0 for no effect and ±100 for the full control effect; nearly all actives have a fitted effect of over 60% in size
Target sequence (P51450 whole entry, looked up, the tested form may be a part): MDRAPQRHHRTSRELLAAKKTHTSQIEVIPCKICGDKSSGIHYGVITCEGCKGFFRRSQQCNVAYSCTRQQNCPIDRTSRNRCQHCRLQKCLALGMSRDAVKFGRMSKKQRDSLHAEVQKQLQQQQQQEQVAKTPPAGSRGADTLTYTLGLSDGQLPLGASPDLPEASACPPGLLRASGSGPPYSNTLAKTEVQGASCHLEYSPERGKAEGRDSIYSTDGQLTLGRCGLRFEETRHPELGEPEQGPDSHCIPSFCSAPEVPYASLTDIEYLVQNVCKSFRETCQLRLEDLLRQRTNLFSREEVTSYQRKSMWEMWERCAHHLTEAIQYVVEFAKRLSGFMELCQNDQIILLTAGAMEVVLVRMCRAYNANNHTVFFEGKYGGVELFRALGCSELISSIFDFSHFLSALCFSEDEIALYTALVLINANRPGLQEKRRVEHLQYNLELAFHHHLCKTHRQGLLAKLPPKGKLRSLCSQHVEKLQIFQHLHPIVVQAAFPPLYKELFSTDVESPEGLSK
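In this cell-based reporter format, copper sulfate (700 uM final) drives Gal4–ROR gamma fusion expression from a metallothionein promoter in Drosophila Schneider cells; compounds preincubated 1 hr, reporter read after 20 hr at ambient temperature.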
Rab9 prom act – activates the Rab9 promoter. Potency, µM (top dose mostly 9.22 µM), for the others: at the top dose activation, negative = inhibition, most hits filed as activators. 2.8% of 320,000 active. Huh7 Rab9 promoter-luciferase reporter, luminescence, 24 h; also: % of control where 0% means no effect; nearly all actives have a fitted effect of over 60% in size
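Huh7 cells stably carrying a Rab9 promoter-luciferase reporter, 1500 cells per well in OP-MEM I with 10% FBS, treated with compound 24 hours at 37C. Luciferase activity read by luminescence after 10 minutes with Amplite reagent.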
BRCA1 expr up – increases BRCA1 expression; 1.1% of 380,000 active; MCF7-BRCA1-FFLuc reporter, luminescence, 48 h; response scale: scaled: vehicle 0%, 10 µM genistein 100%; AID 624202; Potency, µM (doses to about 46.1 µM), for inactives: at the top dose activation, most hits filed as activators; also: nearly all actives have a fitted effect of over 80% in size; some results filed as inactive show a strong effect at the top dose
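Reporter cells (MCF7, BRCA1 promoter-firefly luciferase) received library compounds across a concentration series for 48 h. End-point luminescence was measured and concentration-effect curves derived after normalization.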
VP16 counter – inhibits Gal4-VP16 luciferase reporter, ROR gamma counter-screen | Drosophila S2 Gal4-VP16 UAS-luciferase, luminescence, 20 h | Potency, µM (top dose mostly 53.6 µM), for inactives: at the highest dose activity, negative = inhibition, actives largely listed as inhibitors | 3.5% of 310,000 active | AID 2546;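 also: Gal4-VP16 expression switched on by copper sulfate through the metallothionein promoter; % is scaled to controls: 0 for no effect and ±100 for the full control effect; nearly all actives have a fitted effect of over 50% in size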
MBNL1-CUG inh – inhibitors of human MBNL1 binding to CUG repeat RNA | Potency, µM (titrated, usually from 57.5 µM), inactives show at the highest dose activity change, negative = inhibition, hits mostly inhibitors | 0.036% of 280,000 active | Q9NR56 | AID 2675 | TR-FRET MBNL1-His/biotin-(CUG)12 binding, 665/545 ratio; active = well fitted inhibition curve with a large enough effect in the signal ratio, with a control signal flat, not every such curve was filed as active; inconclusive = small, poorly fitted or top-dose-only effect, or effect the other way, or a change in a side signal; inactive = no such curve, though single readings can be large or run the other way; the % refers to the signal ratio; also: % is scaled to controls: 0 for no effect and ±100 for the full control effect
Target sequence (Q9NR56 whole entry, looked up): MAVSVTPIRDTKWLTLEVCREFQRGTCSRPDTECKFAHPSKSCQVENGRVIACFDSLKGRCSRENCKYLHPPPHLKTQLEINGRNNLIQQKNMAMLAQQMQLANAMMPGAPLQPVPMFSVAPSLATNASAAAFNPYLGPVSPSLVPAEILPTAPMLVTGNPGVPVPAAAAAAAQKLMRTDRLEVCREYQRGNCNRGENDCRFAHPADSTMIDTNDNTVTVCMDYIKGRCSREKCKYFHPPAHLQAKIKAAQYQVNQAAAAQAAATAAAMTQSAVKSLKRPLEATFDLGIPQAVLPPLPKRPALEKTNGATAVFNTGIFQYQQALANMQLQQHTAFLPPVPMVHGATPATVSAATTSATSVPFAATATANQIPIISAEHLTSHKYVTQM
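His-tagged MBNL1 binding to biotinylated (CUG)12 RNA was measured by TR-FRET using terbium anti-His antibody (0.055 ng/ul final) and streptavidin-XL665 (5 nM final). Compounds were titrated 92 nM to 58 uM; 60 min at room temperature.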
ELG1 genotoxic – genotoxicity induction in ELG1-luciferase HEK293T cells. HEK293T ELG1-luciferase reporter, luminescence, 16 h. AID 504466. Potency, µM (highest dose often 46 µM), for the others: top-dose activity change, positive = activation, actives largely listed as activators. 1.3% of 330,000 active; also: % of control where 0% means no effect; nearly all actives have a fitted effect of over 60% in size
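Quantitative HTS format in 1536-well plates. HEK293T ELG1-luciferase reporter cells receive test compound and are incubated 16 hr at 37 °C, 5% CO2; ONE-Glo added, 30 min room temperature, then luminescence read.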
uPA generation – blocks generation of uPA at the cell surface; cell surface uPA generation assay, qHTS; Potency, µM (doses to about 38.3 µM), for inactives: at the top dose activity change, negative = inhibition, most hits filed as inhibitors; 0.31% of 330,000 active; AID 540303; active = well fitted inhibition curve with a large enough effect; inconclusive = small, poorly fitted or top-dose-only effect; inactive = no such curve, though single readings can be large or run the other way; tested in mouse RAW 264.7 cells; also: % is scaled to controls: 0 for no effect and ±100 for the full control effect; nearly all actives have a fitted effect of over 55% in size
NPC1 promoter act – activators of NPC1 promoter; Huh7 NPC1 promoter luciferase reporter, 24 h; Potency, µM (doses to about 9.22 µM), for inactives: at the highest dose activation, most hits filed as activators; 2.4% of 320,000 active; AID 485313;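 also: % of control where 0% means no effect; nearly all actives have a fitted effect of over 60% in size; reporter is driven by a mutant NPC1 promoter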
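Stable NPC1-promoter luciferase Huh7 line; cpd (DMSO) 24 h, 37 °C, 5% CO2; Amplite luciferase reagent 10 min RT; luminescence readout. qHTS format.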
FLuc modulator – inhibits or activates purified firefly luciferase, miR-21 counter-screen. P08659. purified FLuc, Km substrates, luminescence inhibition. Potency, µM (highest dose often 57.5 µM), without a hit: top-dose activity change, negative = inhibition, most hits filed as inhibitors. 6.9% of 360,000 active;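 also: plate controls were vehicle for no effect and reference inhibitor for full effect; nearly all actives have a fitted effect of over 55% in size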
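Biochemical qHTS of compounds, final roughly 60 µM downward over six points, against 10 nM purified firefly luciferase using Km concentrations of substrates (10 uM D-luciferin, 10 uM ATP) in Tris acetate pH 7.5 buffer; luminescence output.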
CXXC DNA block – blocks binding of human MLL CXXC domain to DNA; Q03164; MLL-CXXC / FITC-HOXA9 DNA fluorescence polarization; Potency, µM (series often up to 115 µM), for inactives: top-dose activity change, negative = inhibition, actives largely listed as inhibitors; 0.037% of 290,000 active; active = well fitted inhibition curve with a large enough effect in the polarisation, with a control signal flat, not every such curve was filed as active; inconclusive = small, poorly fitted or top-dose-only effect, or effect the other way, or a change in a side signal; inactive = no such curve, though single readings can be large or run the other way; the % refers to the polarisation
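Fluorescence polarization: 7 uM MLL-CXXC (stock) preincubated 5 min with compounds, then 50 nM fluorescein-HOX-A9 DNA (stock) added; 30 min ambient. Buffer 50 mM Tris-HCl pH 7.5, 50 mM NaCl, 1 mM DTT, 0.05% BSA.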
p53 reactivation – restores transcriptional activity of mutant p53. H1299 p53-A138V BP100-luciferase reporter, luminescence, 24 h. Potency, µM (top dose mostly 92.2 µM), for the others: at the highest dose activity change, positive = activation, most hits filed as activators. 0.063% of 320,000 active; also: % of control where 0% means no effect; nearly all actives have a fitted effect of over 45% in size
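p53-null H1299 cells stably carrying temperature-sensitive p53-A138V and a BP100-luciferase reporter were pinned with compounds (4-point, 1:5 series) and held 24 hrs at 37 deg C. Luminescence was read 10 min after detection reagent.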
Starred values were filed as active, the others as inactive; ? = inconclusive; . = no result given; [ ] = another dose, or the depositor's remark. Unless noted, calls follow the shape of the dose curve; as a rule, active = well fitted curve in the direction sought with a large enough effect; inconclusive = small, poorly fitted or top-dose-only effect, or another doubt; inactive = no such curve, though single readings can be large; an effect the other way counts as inactive or inconclusive. Potency is read from the fitted curve at half-maximal effect.

SMILES	RORg inh	Rab9 prom act	BRCA1 expr up	VP16 counter	MBNL1-CUG inh	ELG1 genotoxic	uPA generation	NPC1 promoter act	FLuc modulator	CXXC DNA block	p53 reactivation
O=C1CC(c2ccc(F)cc2)Cc2nc(N3CCc4ccccc43)ncc21 (configuration not stated)	-5%	3%	.	-7%	?	0%	.	2%	-4%	5%	1%
CC1CCC(NC(=O)COC(=O)CCC(=O)c2ccc(Cl)s2)CC1 (configuration not stated)	.	-1%	11%	.	.	7%	0%	-5%	1%	.	-2%
O=C(C1CCCCC1)N(Cc1ccccc1)c1ccccn1	0%	-4%	2%	-1%	1%	-4%	1%	1%	-1%	0%	-6%
CSc1nc2ncc(C#N)cn2n1	-43%	-1%	-2%	-9%	.	-3%	0%	4%	-1%	-2%	-1%
COc1ccc(C)cc1NC(=O)c1ccc(NS(=O)(=O)c2cccs2)cc1	17%	-1%	-22%	5%	-10%	4%	-2%	0%	2%	-3%	-5%
CC(=O)C1C(c2ccco2)c2c(noc2C)CC1(C)O (configuration not stated)	-5%	.	1%	7%	-11%	.	0%	.	-1%	-1%	.
CCC1Nc2ncnc(N3CCOCC3)c2N(Cc2ccc(C)cc2)C1=O (configuration not stated)	.	-2%	0%	.	.	5%	-4%	-2%	-2%	.	-4%
O=C(CCOc1ccccc1)Nc1ccnn1C1CCN(Cc2ccccc2)CC1	-10%	-1%	-21%	1%	3%	-2%	-5%	2%	3%	-1%	10%
CCOC(=O)N1CCN(S(=O)(=O)c2ccc(C(=O)Nc3nc4c(s3)CC(C)CC4)cc2)CC1 (configuration not stated)	-16%	-11%	-36%	0%	2%	-1%	-1%	-8%	3%	0%	-3%
CCCCn1c(N)c(N(CC(C)C)C(=O)C2CCC2)c(=O)[nH]c1=O	.	0%	-2%	.	.	0%	15%	-2%	2%	.	-4%
NS(=O)(=O)c1ccc(CCNC(=O)CCCOc2ccccc2)cc1	28%	-11%	0%	1%	-5%	-6%	2%	1%	4%	-5%	3%
O=C(CSc1ncnc2c1cnn2-c1ccc(F)cc1)NC1CCCC1	-37%	-32%[inhibitor]	-13%	?	3%	-2%	3%	-17%	-1%	11%	?
CC(C)C(=O)Nc1ccc(C(=O)NNC(=O)C(c2ccccc2)c2ccccc2)cc1	-13%	5%	-17%	?	-10%	10%	.	0%	1%	-13%	6%
c1nc2n(n1)C1=C(CCCC1)C1(CCCCC1)N2	2.5µM*	4%	2%	?	3%	2%	1%	-12%	2%	8%	-3%
Cc1c(OC(C)C(=O)NCC2CCC(C(=O)O)CC2)ccc2c1oc(=O)c1ccccc12 (configuration not stated)	13%	-5%	3%	-5%	-6%	0%	-1%	-2%	-16%	-5%	.
COc1cc(OC)c(C2=NOC(C(=O)NCc3ccc4c(c3)OCO4)C2)cc1Cl (configuration not stated)	20%	-3%	-65%	-8%	-1%	11%	?	-2%	10%	6%	-22%
C=CCOc1ccc(CNc2nn[nH]n2)cc1OC	30%	-1%	3%	1%	-3%	-4%	2%	-1%	3%	6%	0%
NC(=O)c1c(NC(=O)c2ccc([N+](=O)[O-])o2)sc2c1CCCC2	-32%	11%	-76%	-12%	?	1%	10%	15%	-15%	13%	-8%
Cc1ccc(-n2c([C@@H]3C[C@H]3c3ccccc3)n[nH]c2=S)cc1	2.8µM*	0%	-3%	?	-11%	-1%	-1%	-5%	-4%	9%	7%
Cc1cccc(OCc2nnc(SCC(=O)NCCc3ccccc3)o2)c1	-14%	0%	9%	3%	-12%	-5%	9%	-2%	8%	5%	4%

Profiles from above:
Profile of `CCC1Nc2ncnc(N3CCOCC3)c2N(Cc2ccc(C)cc2)C1=O` (configuration not stated) : RORg inh: .; Rab9 prom act: -2%; BRCA1 expr up: 0%; VP16 counter: .; MBNL1-CUG inh: .; ELG1 genotoxic: 5%; uPA generation: -4%; NPC1 promoter act: -2%; FLuc modulator: -2%; CXXC DNA block: .; p53 reactivation: -4%
Profile of `CSc1nc2ncc(C#N)cn2n1` : RORg inh: -43%; Rab9 prom act: -1%; BRCA1 expr up: -2%; VP16 counter: -9%; MBNL1-CUG inh: .; ELG1 genotoxic: -3%; uPA generation: 0%; NPC1 promoter act: 4%; FLuc modulator: -1%; CXXC DNA block: -2%; p53 reactivation: -1%

Additional structures follow.
SMILES	RORg inh	Rab9 prom act	BRCA1 expr up	VP16 counter	MBNL1-CUG inh	ELG1 genotoxic	uPA generation	NPC1 promoter act	FLuc modulator	CXXC DNA block	p53 reactivation
Cc1cc(NC(=O)CSCC(=O)N2CCN(c3cccc(C(F)(F)F)c3)CC2)no1	.	1%	-5%	.	.	-2%	17%	-8%	6%	.	1%
Cc1cccc(C)c1NC(=O)C1CC(=O)N(C(C)C)C1 (configuration not stated)	-1%	0%	0%	-4%	-3%	-4%	0%	0%	8%	6%	15%
CC1CCN(C(=O)CSc2nnc(Cc3cccn3C)n2CCc2ccccc2)CC1	23%	0%	-32%	1%	8%	0%	-10%	2%	0%	3%	?
c1ccc(-c2nnc(OCC3CCCO3)c3ccccc23)cc1 (configuration not stated)	41%	3%	-8%	-5%	1%	-1%	1%	-2%	?	-25%	9%
c1ccc(C[C@H]2CNCCN2CCC23CC4CC(CC(C4)C2)C3)cc1	.	0%	-4%	.	.	1%	?	7%	-3%	.	-22%
CCOc1ccc(NC(=O)Cn2c(=O)n(CCCC(=O)NC3CCN(Cc4ccccc4)CC3)c(=O)c3ccccc32)cc1	-29%	1%	-3%	2%	0%	-2%	-2%	-7%	-1%	7%	7%
CC(C)N(C(=O)CSc1nc2ccccc2n1Cc1ccc(F)cc1)C(C)C	?	-7%	-43%	?	-14%	-13%	-2%	1%	0%	1%	1%
C=CCn1c(SCc2ccccc2Cl)nnc1-c1sc2nc(C)cc(C)c2c1N	-13%	-11%	-3%	-3%	3%	-6%	3%	0%	0%	6%	2%
Cc1ccc(C2CC(c3ccccc3Cl)n3nc(N)nc3N2)cc1 (configuration not stated)	-16%	-5%	9%	-6%	0%	2%	9%	0%	0%	-4%	-4%
C=CCNc1sc(C(=O)C(C)(C)C)c(N)c1C#N	-41%	-10%	0%	-13%	1%	0%	-13%	-1%	-1%	-1%	3%
COc1cccc(NCCC(=O)c2cccc([N+](=O)[O-])c2)c1	4%	16%	35%	?	?	?	-2%	-1%	15µM*	-1%	21%
CC(=O)Nc1ccc2c(COC(=O)[C@H](C)N3C(=O)C4CCCCC4C3=O)cc(=O)oc2c1 (some centres not stated)	-38%	8%	-24%	-4%	.	6%	3%	0%	2%	-4%	5%
CCCCCc1cc(=O)oc2c(C(CCN3CCCC(C)C3)c3ccc(OC)cc3)c(OC)cc(OC)c12 (configuration not stated)	3%	-6%	-32%	2%	-7%	0%	5%	-4%	0%	22%	1%
Nc1nc(-c2ccccc2)cc(-c2ccccc2O)n1	?	-8%	-95%	2%	93%[activator]	1%	-26%	2%	?	-3%	8%
O=C(NNC(=O)c1cc2cc3ccccc3nc2s1)c1cccc(Cl)c1	-8%	0%	-22%	-9%	6%	?	3%	0%	?	12%	-4%
COC(=O)C1CCCN1C(=O)COc1ccc(Br)cc1Cl (configuration not stated)	-3%	-7%	-3%	4%	4%	-2%	-5%	-4%	-20%	1%	20%
CC(=NCC1CCCO1)C1=C(O)CC(C)(C)CC1=O (configuration not stated)	17%	3%	15%	1%	3%	5%	6%	2%	1%	5%	-1%
O=C(c1cccc(F)c1)N1CCCN(C(=O)c2cccc(F)c2)CC1	-7%	-2%	25%	3%	.	8%	-6%	-4%	3%	-5%	-4%
CCN(CC)C(=O)C(C)OC(=O)c1ccc(O)cc1 (configuration not stated)	-7%	5%	6%	-4%	-12%	0%	1%	8%	-7%	3%	-1%
CN(C)S(=O)(=O)c1ccc(NC(=O)CN2CCCc3ccccc32)cc1	13%	-1%	-11%	24%	13%	-1%	6%	-4%	-2%	21%	1%
COc1cc(C(=O)N/N=C/c2sc(N3CCOCC3)nc2-c2ccccc2)cc(OC)c1OC	?	-4%	-23%	3%	17%	-5%	6%	-1%	-18%	5%	-1%
Cc1ccc(C(=O)NNS(=O)(=O)c2ccc(F)cc2)cc1	-24%	1%	4%	-1%	-10%	-5%	-1%	2%	-9%	?	16%
CCOc1cc(/C=C/c2ccc3cccc([N+](=O)[O-])c3n2)ccc1OCC(=O)N(C)C	?	-12%	-71%	8%	?	-17%	-10%	-3%	?	-5%	-7%
Cc1ccc(OCc2nnc(SCC(=O)NCc3ccco3)n2C)cc1	-15%	1%	-2%	-1%	0%	0%	4%	-6%	3%	-1%	-7%

An excerpt; the hit share may differ from the screen's.
